Hsp90 block: displaces geldanamycin probe from tumor Hsp90. NCI-N417 lysate Hsp90, Cy3B-geldanamycin FP displacement. P07900. AID 429. 64,000 compounds, 0.35% hits. inhibition, % at 30 µM;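 active = inhibition above 50%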;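 also: 0% = tracer plus lysate wells and 100% = tracer alone without lysate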
D1 allo mod: D1 dopamine receptor (human) allosteric modulation | HEK293 D1, CRE-luciferase, dopamine EC30 potentiation; actives deviate in either direction | B-score at 10 µM | 58,000 compounds, 5.9% hits;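 active = luminescence count or its row- and column-corrected plate score outside the 99.7% band of the plate's sample wells, on either side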
RORA act: activates the human nuclear receptor RORA | P35398 | CHO-K1 Gal4-RORA LBD luciferase reporter, luminescence; percent increase over mock-subtracted basal signal | activation, % at 10 µM | 65,000 compounds, 1.5% hits | AID 560;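 active = activation above the mean of all tested compounds plus 3 SD, cut at about 49% in these data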;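 also: 0% = DMSO-treated RORA cells and 100% = added signal equal to DMSO minus mock-transfected cells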
Target sequence (P35398 whole entry, looked up, the tested form may be a part): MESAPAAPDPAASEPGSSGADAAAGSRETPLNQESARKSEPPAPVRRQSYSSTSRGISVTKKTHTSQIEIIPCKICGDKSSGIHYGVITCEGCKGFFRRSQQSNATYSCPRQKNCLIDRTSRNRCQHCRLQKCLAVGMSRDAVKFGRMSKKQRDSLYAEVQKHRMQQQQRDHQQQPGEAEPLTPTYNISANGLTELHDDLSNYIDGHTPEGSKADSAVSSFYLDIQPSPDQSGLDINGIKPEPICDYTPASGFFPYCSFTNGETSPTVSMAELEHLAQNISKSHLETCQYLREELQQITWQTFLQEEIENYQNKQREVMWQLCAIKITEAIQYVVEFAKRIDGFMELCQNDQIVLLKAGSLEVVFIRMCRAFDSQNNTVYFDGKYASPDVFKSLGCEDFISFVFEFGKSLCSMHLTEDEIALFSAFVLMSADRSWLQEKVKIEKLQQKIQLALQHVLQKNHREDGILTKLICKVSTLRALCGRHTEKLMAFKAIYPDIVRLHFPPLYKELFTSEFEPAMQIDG
HER2 expr 66K: inhibitors of human Her2 kinase expression. P04626. SKBR-3 HER2 protein level, AlphaScreen, 18-24 h; hits give low values. HER2 level % of control, % at 10 µM. 65,000 compounds, 0.69% hits. AID 645;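 active = HER2 level under 5% of the carrier-only control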;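 also: 100% = DMSO carrier and 0% = 500 nM PU-H71 HSP90 inhibitor; lower value means stronger loss of Her2 protein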
FXIIa mix inh: blocks human factor XIIa in pooled compound mixtures; purified FXIIa, fluorogenic substrate; AID 684; inhibition, % at 5 µM; 62,000 compounds, 0.2% hits; in the data active = inhibition above about 20%, passing the limit was not always enough;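 also: 0% = enzyme without compound and 100% = no enzyme blank; some results filed as inactive read as strong as hits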
SF1 activator: activators of human nuclear receptor SF-1 | Q13285 | CHO-K1 Gal4-SF-1 LBD luciferase reporter; % increase over DMSO SF-1-specific signal | activation, % at 10 µM | 65,000 compounds, 1.9% hits | AID 522;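 active = activation above the mean activation of all tested compounds plus 3 SD, cut at about 50% in these data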
Target sequence (Q13285 whole entry, looked up, the tested form may be a part): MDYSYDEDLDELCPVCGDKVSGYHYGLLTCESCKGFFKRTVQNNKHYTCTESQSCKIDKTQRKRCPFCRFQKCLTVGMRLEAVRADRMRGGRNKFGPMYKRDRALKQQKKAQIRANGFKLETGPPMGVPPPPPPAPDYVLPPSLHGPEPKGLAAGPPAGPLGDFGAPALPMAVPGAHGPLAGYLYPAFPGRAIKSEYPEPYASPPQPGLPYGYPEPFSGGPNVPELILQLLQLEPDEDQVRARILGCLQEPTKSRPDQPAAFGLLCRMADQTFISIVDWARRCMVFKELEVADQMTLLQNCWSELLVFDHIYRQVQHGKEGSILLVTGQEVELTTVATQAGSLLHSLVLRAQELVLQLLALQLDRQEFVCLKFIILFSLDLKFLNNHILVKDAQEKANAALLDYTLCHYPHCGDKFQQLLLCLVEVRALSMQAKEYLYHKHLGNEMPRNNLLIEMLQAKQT
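Test system: transient Gal4-SF-1 LBD reporter, CHO-K1; Amount: 4,000 CHO-K1 cells per well; Doses: 10 µM only; Timing: compound exposure 20 h at 37 °C; Signal: luciferase light emission; Read-out basis: percent activation relative to DMSO median and mock-transfected background; Control set: DMSO negative control and −SF1 background wells; Replicates: one test per compound.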
DUSP1 inh: blocks human MKP-1 phosphatase activity | recombinant MKP-1, OMFP hydrolysis fluorescence | inhibition, %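 (compounds tested at a single concentration somewhere between 10 and 100 µM)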 | 65,000 compounds, 0.15% hits | AID 374;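 active = inhibition above about 50%, limit read from the data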;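 also: 0% = DMSO max control wells and 100% = wells with enzyme stopped by NaOH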
Cdc25B block: human M-phase inducer phosphatase 2 inhibition; P30305; recombinant Cdc25B, OMFP fluorescence Ex485/Em525; inhibition, %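 (compounds tested at 10 µM final in the well)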; 65,000 compounds, 0.1% hits; AID 368; in the data active = inhibition above about 50%
TNAP act DEA: human TNAP activation, intermediate phosphate acceptor. activation factor at 20 µM. P05186. 64,000 tested, under 10 active. purified TNAP, CDP-star luminescence, 100 mM DEA, 30 min; hits give high values; scale: 0 levamisole-inhibited, 1 vehicle-only enzyme;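 active = activation factor of at least 2 at 20 µM, relative to controls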
An asterisk follows results filed as active; . = no result given.

1: CC(C)Oc1ccc(CSc2nnc3n(C)c(=O)c4c5c(sc4n23)CCCC5)cc1
2: CCC(C)C(=O)Nc1c2c(nc3c1CCC3)CCCC2 (configuration not stated)
3: c1coc(-c2nn3c(Cn4nnc5ccccc54)nnc3s2)c1
4: CCOC(=O)N1CCN(C(=O)Cc2ccc(-n3c(=O)[nH]c4ccccc4c3=O)cc2)CC1
5: O=C(COC(=O)c1ccc[nH]c1=O)c1ccc(Cl)s1
6: COc1ccc2nc(SCc3nc(N)nc(Nc4ccccc4)n3)[nH]c2c1
7: COCCNC(=O)C(c1ccc(C)o1)N(Cc1ccc(OC)cc1)C(=O)Cn1nnc2ccccc21 (configuration not stated)
8: O=C(Nc1ccccc1)N(CCN1CCOCC1)Cc1cccc(Cl)c1
Screen / compound no. | 1 | 2 | 3 | 4 | 5 | 6 | 7 | 8
Hsp90 block | 3 | -2 | -2 | -4 | 0 | 0 | -4 | 0
D1 allo mod | 0.49 | 0.93 | 1.2 | -1 | 0.042 | 3.4 | 0.73 | -0.19
RORA act | -24 | -8 | -15 | -7 | 8 | 26 | 2 | 15
HER2 expr 66K | 81 | 144 | 78 | 117 | 94 | 84 | 81 | 68
FXIIa mix inh | 0 | 6 | 7 | 6 | 3 | -16 | 2 | -13
SF1 activator | -2 | -2 | -11 | -1 | 20 | 12 | 8 | -5
DUSP1 inh | 13 | -16 | -18 | 23 | -2 | 13 | 12 | 4
Cdc25B block | -6 | 7 | -3 | -11 | 0 | 3 | 20 | 5
TNAP act DEA | 0.9 | 0.9 | 1 | 1 | 1 | 1 | 0.9 | 1

9: O=C(C1CCN(S(=O)(=O)Cc2ccccc2)CC1)N1CCN(c2ncccn2)CC1
10: CCCOc1ccc(C2c3c(oc4ccccc4c3=O)C(=O)N2CCN(CC)CC)cc1OC (configuration not stated)
11: Cc1ccc(-c2noc(C3CCN(S(C)(=O)=O)CC3)n2)o1
12: COc1ccccc1Cn1c2nc3ccccc3nc2c2c(=O)n(CC(C)C)cnc21
13: Cc1nn(CC(=O)NCC2CCCO2)c(=O)c2ccccc12 (configuration not stated)
14: O=C(CN1C(=O)C2(OCCO2)c2ccccc21)c1ccc(F)cc1
15: Cc1occc1-c1nc(-c2ccncc2)no1
16: Cc1cccc(-c2noc(CCC(=O)NCc3ccccc3)n2)c1
Screen / compound no. | 9 | 10 | 11 | 12 | 13 | 14 | 15 | 16
Hsp90 block | -6 | -2 | 7 | -2 | -2 | -4 | 1 | 0
D1 allo mod | 0.24 | -0.95 | -0.2 | . | -0.08 | -0.34 | 1.3 | -0.011
RORA act | 2 | 7 | -4 | -4 | -14 | -12 | -11 | -11
HER2 expr 66K | 109 | 88 | 84 | 64 | 98 | 120 | 90 | 126
FXIIa mix inh | 9 | -8 | -15 | . | 3 | 4 | 5 | 14
SF1 activator | -1 | -6 | -2 | 17 | -20 | 2 | 5 | -42
DUSP1 inh | 6 | 27 | -4 | -12 | -15 | 5 | -6 | 19
Cdc25B block | -14 | 9 | -24 | 18 | -4 | -4 | -23 | -9
TNAP act DEA | 0.9 | 0.9 | 0.9 | 1 | 0.9 | 0.9 | 0.9 | 0.9

17: Cc1cc(C)c(C)c(OCC(=O)NCCN(C)C)c1
18: O=C(NC1CCCCC1)C(c1cccs1)N(Cc1cccs1)C(=O)c1ccco1 (configuration not stated)
19: COc1ccc(Cn2nnnc2CN(Cc2cc3ccc(C)cc3[nH]c2=O)C2CCCC2)cc1
20: Cc1cc(C(=O)Nc2ccc(N3CCOCC3)cc2)c2ccccc2n1
21: Nc1nc2c3ccccc3nc(Cc3ccccc3)n2n1
22: O=C(CCCCCn1c(=S)[nH]c2cc3c(cc2c1=O)OCO3)N1CCN(Cc2ccccc2)CC1
23: CCC(C)[C@H](NC(=O)Nc1ccc(C(C)=O)cc1)C(=O)OC (some centres not stated)
24: Nc1ccc(C(=O)Nc2nc3ccccc3s2)cc1
Screen / compound no. | 17 | 18 | 19 | 20 | 21 | 22 | 23 | 24
Hsp90 block | -1 | -5 | 0 | 22 | 10 | -4 | 2 | .
D1 allo mod | . | . | 0.32 | 0.54 | 16* | 0.77 | -0.13 | -6.6*
RORA act | 10 | -15 | 2 | 11 | 12 | -4 | 6 | .
HER2 expr 66K | 112 | 85 | 131 | 100 | 111 | 56 | 100 | 94
FXIIa mix inh | 4 | -3 | 4 | -1 | 0 | 4 | 19 | 6
SF1 activator | 2 | -12 | 5 | 19 | 3 | -9 | -4 | .
DUSP1 inh | 0 | 5 | -14 | 28 | 8 | 25 | -9 | 0
Cdc25B block | -4 | -13 | -15 | -15 | 1 | -25 | 4 | -7
TNAP act DEA | 0.9 | 1 | 0.9 | 1 | 0.9 | 0.9 | 0.9 | 1

25: Cc1ccccc1OCc1nc(-c2ccc(NC(=O)c3ccco3)cc2)no1
26: O=C(CNC1CCCCCC1)Nc1ccc(S(=O)(=O)NC2CC2)cc1
27: CCCCCc1ccc(-c2ccc(=O)[nH]n2)cc1
28: Fc1cccc(Cl)c1Cn1nnc2c(N3CCC4(CC3)OCCO4)ncnc21
29: CCN(CC)S(=O)(=O)c1ccc(NC2CCCc3ccccc32)nc1 (configuration not stated)
30: O=C1c2ccccc2C(Nc2ccc(S(=O)(=O)N3CCCCC3)cc2)N1c1ccccn1 (configuration not stated)
31: COC(=O)c1sccc1NC(=O)Cn1cnc2c1c(=O)n(C)c(=O)n2C
32: O=C(O)CCC1(C(=O)O)OCCc2ccccc21 (configuration not stated)
Screen / compound no. | 25 | 26 | 27 | 28 | 29 | 30 | 31 | 32
Hsp90 block | -7 | -3 | -1 | 1 | -5 | -1 | -2 | 1
D1 allo mod | 0.15 | -0.045 | . | . | 0.013 | -0.46 | -0.44 | 0.21
RORA act | 58* | -19 | 16 | 14 | 10 | 16 | -15 | 8
HER2 expr 66K | 92 | 101 | 133 | 117 | 81 | 79 | 113 | 96
FXIIa mix inh | 12 | -1 | . | 5 | 3 | -3 | 5 | 10
SF1 activator | 28 | -8 | 2 | 11 | 4 | -21 | 2 | 4
DUSP1 inh | 16 | -9 | -9 | -6 | 0 | 8 | -3 | -10
Cdc25B block | -8 | -3 | -22 | -9 | -7 | -2 | -4 | -8
TNAP act DEA | 0.9 | 0.9 | 0.8 | 0.9 | 0.9 | 0.9 | 0.9 | 0.8

33: Cn1c(Cn2c(=O)sc3ccccc32)nnc1SCC(=O)N1CCc2ccccc21
34: COc1ccc(-c2cc(C(=O)Nc3ccccc3SC)no2)cc1OC
35: O=C1OC(Nc2nccs2)c2ccccc21 (configuration not stated)
36: CCOC(=O)CSC1=Nc2ccccc2C2=NC(CC(=O)NCc3cccs3)C(=O)N12 (configuration not stated)
37: CCN(CC)C(=O)CN(Cc1ccccc1)S(=O)(=O)c1ccc(F)cc1
38: CCOC(=O)CCCNC(=O)c1cncc(Br)c1
39: N#Cc1ccsc1NC(=O)c1ccccn1
40: Cc1ccc(NC(=O)CSc2nnc(Cn3c(=O)sc4ccccc43)n2C)cc1Cl
Screen / compound no. | 33 | 34 | 35 | 36 | 37 | 38 | 39 | 40
Hsp90 block | -1 | -6 | -3 | -8 | -4 | . | . | 0
D1 allo mod | . | 0.1 | . | 0.59 | 0.49 | -0.45 | . | -2.9
RORA act | 17 | 6 | -1 | 1 | 4 | . | 12 | 3
HER2 expr 66K | 67 | 72 | 95 | 95 | 86 | 79 | 189 | 65
FXIIa mix inh | -1 | 2 | 1 | 4 | -4 | -18 | 3 | 1
SF1 activator | -5 | -11 | 13 | 1 | -7 | . | 20 | -21
DUSP1 inh | 7 | 8 | -25 | 9 | -3 | 4 | -5 | 1
Cdc25B block | -15 | -4 | 3 | -4 | -5 | -18 | -5 | -4
TNAP act DEA | 1 | 0.9 | 1 | 0.9 | 0.9 | 0.9 | 0.9 | 0.9

41: N#Cc1nc(-c2cccc3ccccc23)oc1N1CCCCC1
42: COc1ccc2c(c1)C(C)=CC(C)(C)N2C(=O)CSc1nnc(-c2ccc(C)cc2)o1
43: Cc1cc(C)nc(NC(=NCCc2c[nH]c3ccccc23)NC(=O)c2ccco2)n1
44: N#Cc1ccc(CSc2nnc(-c3cccnc3)n2-c2ccccc2)cc1
45: c1ccc(OCCn2c(-c3ccco3)nc3ccccc32)cc1
46: CCN1CCN(c2ccc(-n3c(C)nc4c(cnn4-c4ccccc4Cl)c3=O)cc2)CC1
47: CCOC(=O)C(O)(CCC(O)(C(=O)OCC)C(=O)OCC)C(=O)OCC
48: Cn1c(SCC(=O)OCC(=O)c2ccccc2)nnc1-c1cccs1
Screen / compound no. | 41 | 42 | 43 | 44 | 45 | 46 | 47 | 48
Hsp90 block | -11 | -4 | 0 | 3 | -8 | -1 | -1 | -4
D1 allo mod | 0.54 | 0.62 | -0.88 | 0.039 | 0.51 | -1.2 | 5* | 0.29
RORA act | 4 | 11 | 8 | -14 | 41 | 20 | 13 | 4
HER2 expr 66K | 125 | . | 70 | 84 | 135 | 136 | 163 | .
FXIIa mix inh | 7 | 6 | -10 | 6 | 12 | 6 | . | 2
SF1 activator | 15 | 20 | -1 | -13 | 12 | -4 | -17 | 3
DUSP1 inh | -5 | 7 | 10 | 10 | 8 | 0 | 2 | 5
Cdc25B block | -1 | -12 | -16 | -14 | -6 | 2 | -6 | -2
TNAP act DEA | 0.9 | 0.8 | 0.9 | 0.9 | 0.9 | 0.9 | 0.9 | 1

49: CCN1CCN(c2ncnc3c2cnn3-c2ccc(Cl)cc2)CC1
50: CCOc1cccc2cc(C(=O)NCc3cccnc3)c(=O)oc12
51: Cc1ccc(C2CC(c3ccc(Cl)cc3)n3nc(N)nc3N2)cc1 (configuration not stated)
52: CC1CN(c2ccc(Oc3ccccc3)cc2)c2nc3c(c(=O)n(CC(N)=O)c(=O)n3C)n2C1 (configuration not stated)
53: CCCCOc1ccc(-c2ncc(C(=O)O)c(C)n2)cc1
54: CC(C)(C)NC(=O)Cn1c(=O)oc2ccc(Cl)cc21
55: COC(=O)c1c[nH]n2c(=O)c(Cc3ccc(F)cc3Cl)c(C)nc12
56: COc1cccc(OC)c1C(=O)N1CCN(Cc2ccccc2C(F)(F)F)CC1
Screen / compound no. | 49 | 50 | 51 | 52 | 53 | 54 | 55 | 56
Hsp90 block | -1 | -9 | -5 | 2 | -2 | 0 | -4 | 1
D1 allo mod | . | 0.84 | 0.14 | 0.096 | -2.1 | -1.5 | 1.2 | 3.3
RORA act | 26 | 16 | 12 | 30 | 0 | 4 | 14 | 4
HER2 expr 66K | 120 | 75 | 101 | 92 | 66 | 95 | 101 | 95
FXIIa mix inh | 7 | 5 | 3 | -5 | 9 | 7 | -15 | 4
SF1 activator | 41 | 4 | -16 | 2 | 20 | -13 | -9 | 11
DUSP1 inh | 4 | 8 | 12 | 19 | 6 | -8 | 8 | 16
Cdc25B block | -10 | -17 | 1 | -14 | -8 | 0 | -10 | -3
TNAP act DEA | 1 | 1 | 1 | 0.9 | 0.9 | 0.8 | 1.1 | 0.9

57: CC1=C(C#N)C(C)C2=C(CC(C)(C)CC2=O)N1 (configuration not stated)
58: Cn1c(=O)[nH]c(=O)c2c1nc(SCCN1CCCCC1)n2Cc1ccccc1
59: COC(=O)Cn1cc(C(=O)c2cccs2)c2ccccc21
60: CCOC(=O)c1nc(Nc2ccc(C(=O)O)cc2)c2ccccc2n1
61: Cc1nn(C)c(C)c1NC(=O)c1ccc(S(=O)(=O)N(C)C)cc1
Screen / compound no. | 57 | 58 | 59 | 60 | 61
Hsp90 block | -1 | 2 | 2 | 2 | 1
D1 allo mod | -1.2 | -1.5 | 3.6 | 0.51 | 0.4
RORA act | 2 | -19 | -17 | -6 | -8
HER2 expr 66K | 99 | 136 | 87 | 79 | 96
FXIIa mix inh | 6 | . | 10 | 4 | 10
SF1 activator | 9 | -5 | -3 | 0 | 0
DUSP1 inh | 4 | 4 | -1 | -3 | -1
Cdc25B block | -6 | -7 | -2 | -11 | -12
TNAP act DEA | 1 | . | 0.9 | 0.9 | 1

High-throughput results deposited in PubChem by several laboratories.
